Compound activity: PubChem BioAssay, several laboratories
sEH activator: soluble epoxide hydrolase (human) activation | P34913 | purified human sEH enzymatic activity, activator screen | activation, % at 2 µM | hit rate 0.04% among 91,000 | AID 717; in the data active = activation above about 37%; also: values of inactives mirror those of a sister screen read the other way
H69AR growth 86K: growth inhibitors of human H69AR lung tumor cells | H69AR lung tumor viability, ATP luminescence, 72 h; stronger effect = lower value | viability, % at 10 µM | hit rate 6% among 85,000 | AID 598;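 active = viability at or below 40%; inactive = viability above 40%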;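 also: multidrug resistant small cell line overexpressing MRP-1 efflux transporter; 100% = mean luminescence of untreated control wells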
ERa SRC1 inh: blocks coactivator binding to human estrogen receptor alpha. TR-FRET ER-alpha LBD / SRC-1 peptide, estradiol-bound. hit rate 1.7% among 86,000. P03372. inhibition, % at 25.6 µM; in the data active = inhibition above about 50%;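 also: 0% = receptor plus peptide control and 100% = peptide only without receptor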
Smad3 FoxH1 inh: Smad3 (human) transcription factor binding inhibition | P84022 | TR-FRET Smad3/Dy647-FoxH1 peptide binding, europium anti-His | inhibition, % at 25 µM | hit rate 0.29% among 88,000 | AID 630;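 active = compounds that reduce the energy-transfer binding signal between the protein and its labelled peptide by more than half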;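 also: 0% = Smad3 plus labelled peptide maximal FRET and 100% = peptide-only background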
Target sequence (P84022 whole entry, looked up): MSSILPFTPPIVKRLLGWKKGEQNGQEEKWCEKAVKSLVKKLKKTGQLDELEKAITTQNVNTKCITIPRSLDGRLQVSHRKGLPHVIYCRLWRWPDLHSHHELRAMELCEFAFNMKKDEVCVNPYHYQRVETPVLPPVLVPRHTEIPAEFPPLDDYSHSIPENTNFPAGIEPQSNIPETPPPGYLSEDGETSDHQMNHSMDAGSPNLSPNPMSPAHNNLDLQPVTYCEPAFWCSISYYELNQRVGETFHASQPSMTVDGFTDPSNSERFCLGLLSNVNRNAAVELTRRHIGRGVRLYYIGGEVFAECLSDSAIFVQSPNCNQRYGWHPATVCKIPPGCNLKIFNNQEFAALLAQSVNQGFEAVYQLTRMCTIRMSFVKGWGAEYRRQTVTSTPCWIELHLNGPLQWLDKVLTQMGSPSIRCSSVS
ERb coact inh: ER-beta (human) coactivator binding inhibition; AID 633; hit rate 1.3% among 86,000; TR-FRET ER-beta LBD / SRC1-Cy5 peptide binding; receptor agonist-loaded with 1 µM estradiol; inhibition, % at 25.6 µM; Q92731;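 active = compounds whose percent inhibition of the receptor-coactivator binding signal exceeds about 50% in the single-dose screen, limit read from the data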;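 also: 0% = receptor plus peptide wells without compound and 100% = peptide-only wells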
Target sequence (Q92731 whole entry, looked up, the tested form may be a part): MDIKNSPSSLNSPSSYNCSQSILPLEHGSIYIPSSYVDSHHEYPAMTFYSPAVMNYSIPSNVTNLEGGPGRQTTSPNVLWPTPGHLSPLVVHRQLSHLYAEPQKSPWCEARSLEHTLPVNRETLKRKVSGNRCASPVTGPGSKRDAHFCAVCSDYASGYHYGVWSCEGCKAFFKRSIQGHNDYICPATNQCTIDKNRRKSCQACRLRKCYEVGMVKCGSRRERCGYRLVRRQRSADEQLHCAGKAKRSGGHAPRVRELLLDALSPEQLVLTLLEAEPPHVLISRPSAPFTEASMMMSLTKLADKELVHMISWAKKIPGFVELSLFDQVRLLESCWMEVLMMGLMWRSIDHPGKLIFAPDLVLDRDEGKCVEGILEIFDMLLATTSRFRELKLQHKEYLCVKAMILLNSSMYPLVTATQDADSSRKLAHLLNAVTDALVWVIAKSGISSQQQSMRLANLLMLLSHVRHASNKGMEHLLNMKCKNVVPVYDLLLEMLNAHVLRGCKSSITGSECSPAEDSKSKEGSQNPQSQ
Fibroblast inh: blocks proliferation of human lung fibroblasts; LL 47 human lung fibroblast viability, ATP luminescence; stronger effect = lower value; viability, % at 10 µM; hit rate 1.1% among 85,000; AID 719;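 active = viability at or below 50% in the single dose screen; inactive = viability above 50%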;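 also: compound exposure lasted 72 h before the ATP readout; 100% = median luminescence of untreated cell-only wells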
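test system = LL 47 human lung fibroblasts | amount = 1,150 fibroblasts seeded per well | medium = 15% FBS in IMEM | times = overnight cell rest, 72 h compound treatment at 37 °C | measured by = CellTiter-Glo luminescence measuring cellular ATP | read-out = viability percentage against median untreated-cell control | benchmarks = cell-only wells, no compound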
HUVEC inhibit: inhibitors of human endothelial cell proliferation. viability, % at 10 µM (by protocol). hit rate 1.1% among 86,000. AID 648. HUVEC proliferation, CellTiter-Glo luminescence, 72 h; stronger effect = lower value;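 active = viability at or below 30%; inactive = viability above 30%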;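 also: 100% = median luminescence of DMSO-only cell control wells on each plate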
ERa SRC1 pot: enhances coactivator binding to human estrogen receptor alpha; P03372; TR-FRET ERalpha-LBD/SRC-Cy5 coactivator binding, 2 h; 100 = basal binding, no effect; coactivator binding (% of control), % at 25.6 µM; hit rate 1.3% among 86,000; AID 639; in the data active = activity above about 200%;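 also: binding measured in presence of low estradiol as agonist stimulus; 0% = peptide alone without receptor and 100% = receptor with peptide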
Candida biofilm: kills Candida albicans biofilms; hit rate 0.14% among 85,000; C. albicans biofilm + clotrimazole, Alamar Blue; inhibition, % at 6 µM;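 active = inhibition above 20%; inactive = inhibition below 20%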;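 also: preformed 24 hr biofilms exposed to compound for 48 hr; 0% = biofilm without compound and 100% = blank killed by clotrimazole plus chlorhexidine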
* marks the source's active call; other numbers are inactive results; x = not tested or not shown; [ ] = dose if it differs, or a comment. Some of the compounds tested, so the mix of outcomes need not match the whole.

compound,HUVEC inhibit,sEH activator,Smad3 FoxH1 inh,H69AR growth 86K,ERa SRC1 pot,ERa SRC1 inh,Fibroblast inh,Candida biofilm,ERb coact inh
Cc1nc2ccccc2c(=O)n1C1CCCCCC1,95,-11,10[fluorescence artefact?],83,93,-6,95,8,-4
Cc1nc(CCNC(=O)Cc2ccc(Cl)cc2)cs1,96,7,-40,104,86[fluorescence artefact?],2,118,3,-1
CC(C)CCCNc1nc(N2CCOCC2)nc(N2CCOCC2)n1,90,x,11,86,122,-2,96,9,5
CCC(c1nnnn1C(C)(C)C)N(Cc1cc2cccc(C)c2n2nnnc12)C1CCCC1 (stereo not drawn),95,-8,24[fluorescence artefact?],79,104,-4,96,4,2
O=C(CSc1nnc(Nc2ccccc2)s1)NCc1ccco1,97,-13,-11,103,103,-9,93,0,16
CN1CCC(N(C)CC(=O)Nc2cccc(Oc3ccccc3)c2)CC1,86,-11,3,93,123,0[fluorescence artefact?],98,5,1[fluorescence artefact?]
CC1CC(C)CN(S(=O)(=O)c2ccc(C(=O)NCCCn3ccnc3)cc2)C1 (stereo not drawn),79,x,-4,2.7*,128,-5,15*,5,1
CCOC(=O)c1cc2c(ccn2-c2ccc(F)cc2)n1CC(=O)N1CCN(C(=O)c2ccco2)CC1,52,-3,0[fluorescence artefact?],22*,95[fluorescence artefact?],27[fluorescence artefact?],49*,6,6[fluorescence artefact?]
CC1=CC(C)(C)N(C(=O)CN2C(=O)c3ccccc3C2=O)c2ccccc21,98,x,8,96,112,-5,101,11,-7
CN(CCO)C(=O)c1cccc2c1-c1ccccc1C2=O,96,2,3,92,106,-6,104,9,3
CCCCCn1c(Sc2nc3ccccc3s2)nc2c1c(=O)[nH]c(=O)n2C,94,9,10,66,162,34[fluorescence artefact?],82,9,3[fluorescence artefact?]
COCCn1c(SCC(=O)NC(=O)NC(C)C)nc2ccccc21,99,2,0,99,111,-1,97,4,-5[fluorescence artefact?]
CCCCc1cc(=O)oc2c(CN(CC)CC)c(O)c(Cl)cc12,89,9,-5,113,112,1,92,-1,-2
CN(CC(=O)NCCN1CCN(Cc2ccccc2)CC1)S(=O)(=O)c1cccc2nsnc12,97,4,5,95,764*[fluorescence artefact?],4,97,-1,5
CCCCOc1ccc(S(=O)(=O)Nc2cc(OC)ccc2OC)cc1,98,-6,0,87,115,-10[fluorescence artefact?],100,x,-3[fluorescence artefact?]
Cc1cc(C(=O)COc2ncnc3sccc23)c(C)n1C,97,-4,-7,104,95[fluorescence artefact?],9,100,0,3[fluorescence artefact?]
Cc1cc(C(=O)N(C)CC(=O)Nc2ccccc2C(F)(F)F)c(C)o1,99,x,2,41,103[fluorescence artefact?],2,92,6,-8
COc1ccc(-n2nnnc2-c2ccccc2)cc1,58,-6,-11,20*,91,-4,60,4,-3
Cc1ccc(C)c(NC(=S)N2CCC(N(C)CC3CCCO3)CC2)c1 (stereo not drawn),98,-9,1,97,111,-1,92,7,2
CS(=O)(=O)c1ccc2nc(NC(=O)Cc3ccccc3)sc2c1,92,x,-1,72,99,4,100,14,10
CCSc1nnc(NC(=O)c2ccc(C)o2)s1,95,8,3,107,97[fluorescence artefact?],3,107,1,-4
CNC(=O)CSc1nnc(-c2cccs2)o1,100,-9,-7,92,103,3,110,2,2
O=S(=O)(c1ccc(Cl)cc1)N1CCC(n2cnc3cc(C(F)(F)F)ccc32)CC1,94,0,-3,35*,88,21,103,-2,18
CC1CCN(c2nc(-c3ccccc3)c(C#N)c(=O)[nH]2)CC1,87,x,2,86,117,4,93,3,-3
O=C(Cn1cnc2c(cnn2-c2ccccc2)c1=O)N1CCOCC1,105,x,1,92,93,1,106,-17,-8
O=C(COC(=O)CN1C(=O)C2CC=CCC2C1=O)Nc1cc(C(F)(F)F)ccc1N1CCOCC1 (stereo not drawn),99,2,1,97,122,-3,104,6,-2
COC(=O)c1cc(O)c(OCc2ccccc2)c(O)c1,115,-5,-6,97,89,31[fluorescence artefact?],91,5,42
Cc1ccc2cc(CN(CC3CCCO3)S(=O)(=O)c3cccc4nsnc34)c(=O)[nH]c2c1 (stereo not drawn),101,-2,12,74,131[fluorescence artefact?],-6,101,9,-5
COc1ccc(-n2ccnc2SCC(=O)Nc2ccccc2)cc1,103,x,-2,79,99,1,99,3,-1
COc1ccc(N=c2ssnc2Cl)cc1,92,3,-2,1.3*,86[fluorescence artefact?],-7[fluorescence artefact?],63,6,0

Other records
compound,HUVEC inhibit,sEH activator,Smad3 FoxH1 inh,H69AR growth 86K,ERa SRC1 pot,ERa SRC1 inh,Fibroblast inh,Candida biofilm,ERb coact inh
CC1=CC2(O)OCCN(CCO)C2=CC1=O (stereo not drawn),103,-6,16,73,25[fluorescence artefact?],78*[fluorescence artefact?],116,-2,86*[fluorescence artefact?]
CC(C)Oc1cccc(C(=O)Nc2ccccc2N2CCOCC2)c1,105,-12,1,83,138,-6,97,7,-5[fluorescence artefact?]
COc1ccc(-n2nnnc2SCC(=O)c2ccc(OC)c(OC)c2)cc1,102,x,4,92,114[fluorescence artefact?],30[fluorescence artefact?],99,4,10[fluorescence artefact?]
CCCCC(=O)N1CC2(C)CN(C(=O)CCCC)CC(C)(C1)C2=O,98,-3,16,91,135,-1,92,3,-9[fluorescence artefact?]
CCOc1ccc(C(C)=O)cc1N1C(=O)C2C(C1=O)C1C=CC2C12CC2 (stereo not drawn),105,4,-11,95,111,17,94,10,-4
C=CCc1cccc2cc(C(=O)NCc3cccnc3)c(=O)oc12,92,x,8,70,65[fluorescence artefact?],81*[fluorescence artefact?],99,2,44
COc1ccc(OC)c(C(=O)CSc2nc3ncccc3[nH]2)c1,109,x,-10,100,105,11,111,0,-2[fluorescence artefact?]
O=C(Nc1nccs1)c1ccc(S(=O)(=O)c2ccccc2)cc1,88,-41,-9,71,99,11,101,5,7
O=C(NC1CS(=O)(=O)CC1NCc1ccco1)c1ccccc1 (stereo not drawn),98,3,-10,94,112,-15,92,10,-7[fluorescence artefact?]
CC(C(=O)NCc1ccco1)n1nc(-c2ccccc2)c2cc(Cl)ccc21 (stereo not drawn),67,8,12,35*,145,-3,82,5,-1[fluorescence artefact?]
COC(=O)c1ccccc1NC(=O)C1CCN(C(=O)c2cc(OC)cc(OC)c2)CC1,99,22,-5,46,114,5,95,-2,-3
COc1cccc(N2C(=O)C3ON(c4ccccc4)C(c4cccs4)C3C2=O)c1 (stereo not drawn),81,8,0,92,123,-8,97,6,-5
CC(C)N1CCc2c(sc(N)c2C#N)C1,100,x,6,104,73[fluorescence artefact?],28[fluorescence artefact?],100,8,37
COc1ccc2c(c1)CC(C1(O)C(=O)N(C)c3ccccc31)C2=O (stereo not drawn),88,x,5,74,105,-15,89,7,-23[fluorescence artefact?]
COc1ccc(S(=O)(=O)N(C)C2CCN(C)CC2)cc1,97,-6,9,92,77,1,105,-3,2
CC(C)c1cc(C(=O)Nc2cccnc2)no1,99,17,-4,98,112,1,101,7,-12
CCCCNC(=O)CN1C(=O)NC2(CCCc3ccccc32)C1=O (stereo not drawn),104,10,2,110,88,-9,110,0,3
Cn1c(Cn2nnc3ccccc32)nnc1SCC(=O)c1ccc(F)cc1,92,5,-8,97,102,-9,101,-3,-3
COC(=O)c1nc2ccc(C)cn2c1F,95,x,-3,91,110,0[fluorescence artefact?],98,11,1[fluorescence artefact?]
Cc1ccccc1-c1noc(N)c1C#N,85,-6,13,58,110,-26,82,7,-21
Oc1c(C(c2cccc(F)c2)N2CCN(Cc3ccccc3)CC2)sc2ncnn12 (stereo not drawn),103,x,2,87,96,15,101,9,-4
CC(C)(C)NC(=O)CSc1nc2ccc(NC(=O)CSc3nnnn3Cc3ccccc3)cc2s1,86,-78,8,88,123,4,101,2,-5
CSc1nc2nc(C)cc(-c3ccccc3)n2n1,88,-54,5,79,118,-31,97,7,-13[fluorescence artefact?]
N#CCSc1nnc(C2CCCCC2)n1-c1ccccc1,104,6,-11,92,93,8,106,10,9[fluorescence artefact?]
CCn1c(CNc2ccc(Cl)cc2)nnc1SCC(=O)NCc1ccccc1,76,3,5,98,110,-1,97,9,-2[fluorescence artefact?]
Cc1ccc(NC(=O)NC(=O)CN2C(=O)NC3(CCCCCCC3)C2=O)c(C)c1,69,-3,2,82,115,-5,88,-2,-9[fluorescence artefact?]
Cc1ccc(C2=[N+]([O-])C3(CCCCC3=O)N(O)C2(C)C)cc1 (stereo not drawn),90,-20,5,89,104,-14,108,4,-21
Cc1nn2c(-c3cccc(NC(=O)CN4CCOCC4)c3)nnc2c2ccccc12,96,-4,-9,76,79,14[fluorescence artefact?],106,2,28[fluorescence artefact?]
Cn1c(C(=O)N2CCc3ccccc3C2)cc2c(=O)n3ccccc3nc21,85,12,5,94,101[fluorescence artefact?],-12,102,-2,-8
CCN1/C(=C\C(C)=O)Sc2ccc(OC)cc21,89,6,7,96,83[fluorescence artefact?],-5,97,-2,-17

The listing continues:
compound,HUVEC inhibit,sEH activator,Smad3 FoxH1 inh,H69AR growth 86K,ERa SRC1 pot,ERa SRC1 inh,Fibroblast inh,Candida biofilm,ERb coact inh
O=C(O)CN1C(=O)c2cccc(Oc3ccc(Cl)cc3)c2C1=O,110,6,4,93,115,-8,107,8,-1
CC1(C(=O)N(CC(=O)NC2CCCC2)C2CCCC2)CC(=O)N=C2C=CC=CN21 (stereo not drawn),98,x,-1,92,114,3[fluorescence artefact?],103,-2,-3[fluorescence artefact?]
OC1C=CSc2nc3ccccc3n21 (stereo not drawn),86,-3,7,42,115,-38,82,1,-14[fluorescence artefact?]
CNc1nnc(-c2ccc(N(C)C)cc2)s1,95,14,-7,83,69,4[fluorescence artefact?],105,0,3
Cc1ccc(C(c2nnnn2Cc2cccs2)N2CCN(Cc3ccc4c(c3)OCO4)CC2)cc1 (stereo not drawn),87,x,8,64,101,-3,97,12,-7
CCCc1nnc(SCC(=O)N2CCOCC2)n1CCCOC,100,2,-4,98,80[fluorescence artefact?],12,104,9,6
COc1cccc2[nH]c3c(N4CCC(C(N)=O)CC4)ncnc3c12,91,6,9,94,108,-3,98,11,9[fluorescence artefact?]
COC(=O)C1C(=O)OC(C)(C)C1C(C)C(=O)c1ccccc1 (stereo not drawn),93,2,1,94,87,0,99,-3,-4
COC(=O)C1=C(C)N(C(C)C)C(=O)C1(NC(C)=O)C(F)(F)F (stereo not drawn),98,0,6,98,111,-8,91,8,-7
COC(=O)CSc1nc2c(c(-c3ccc(C)o3)c1C#N)CCCC2,88,8,3,66,95,1,96,-3,2
COc1cc2c(cc1OC)C(C(=O)N1CCOCC1)C(c1cccs1)N(C)C2=O (stereo not drawn),95,17,0,91,122[fluorescence artefact?],-4,94,4,-6[fluorescence artefact?]
Oc1ccc(N2CCN(C(c3ccncc3)c3nnnn3C3CCCC3)CC2)cc1 (stereo not drawn),98,-4,4,102,90,4,94,11,14
N#Cc1c(SCC(=O)OCc2ccccc2)nsc1SCC(=O)OCc1ccccc1,82,9,5,101,108,3[fluorescence artefact?],96,0,-3[fluorescence artefact?]
CCCCNC(=O)C1(c2ccc(OC)cc2)CCOCC1,99,1,-12,94,112[fluorescence artefact?],25,112,4,40
